Assay outcomes deposited in PubChem by several laboratories.
CF NFkB block – blocks PAF-induced NF-kB reporter in cystic fibrosis cells | KKLEB NF-kB-GFP reporter, GFP fluorescence overnight | inhibition, % at 5 µM | hit rate 0.86% among 360,000;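 active = at least 50% inhibition at 5 µM, scaled per plate between neutral and stimulator controls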;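 also: PAF is a Pseudomonas aeruginosa culture filtrate used as stimulus; plate controls were PAF-stimulated DMSO wells for no effect and unstimulated DMSO wells for full effect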
NR2E3 ag-1 – agonists of human nuclear receptor NR2E3; GST-NR2E3/biotin-RetCOR TR-FRET, 1536-well; inhibition of corepressor binding, % at 4.78 µM; hit rate 0.12% among 320,000; AID 2300;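 active = percent inhibition above the cutoff of mean plus 3 SD of all tested compounds, set per screening campaign, cut at about 20% in these data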;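 also: 0% = DMSO wells and 100% = biotin wells as full block of FRET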
Target sequence (Q9Y5X4 whole entry, looked up): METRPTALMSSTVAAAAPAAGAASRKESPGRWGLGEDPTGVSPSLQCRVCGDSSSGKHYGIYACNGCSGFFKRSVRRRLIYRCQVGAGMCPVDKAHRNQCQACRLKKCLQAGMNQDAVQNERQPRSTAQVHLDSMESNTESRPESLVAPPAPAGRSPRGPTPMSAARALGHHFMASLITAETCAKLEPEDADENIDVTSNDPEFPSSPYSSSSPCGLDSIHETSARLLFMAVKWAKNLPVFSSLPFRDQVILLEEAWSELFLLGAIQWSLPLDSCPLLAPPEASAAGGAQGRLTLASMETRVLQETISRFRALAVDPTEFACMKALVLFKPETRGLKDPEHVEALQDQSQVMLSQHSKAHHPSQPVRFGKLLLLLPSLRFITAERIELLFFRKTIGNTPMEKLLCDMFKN
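Material: NR2E3–RetCOR corepressor complex | Quantity: 1.35 nM GST-tagged NR2E3 final | Schedule: 5 h at 4 °C | Replication: Singlicate compound wells | Reagent: RetCOR corepressor, biotinylated, 7 nM | Controls: Biotin wells as high control, 0.6% DMSO wells as low control | Signal: TR-FRET, Eu(K)-anti-GST donor, streptavidin-D2 acceptor, ex 340, em 617/671 nm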
KKLEB cytotox – counter-screen for CF NF-kB inhibitors: cytotoxicity; KKLEB CF airway cells viability, ATPlite luminescence, overnight; active compounds read low; cells stimulated with P. aeruginosa culture filtrate; hit rate 0.36% among 360,000; activity change (cytotoxicity), % at 5 µM; AID 602141;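 active = corrected activity change at or below -50% at 5 µM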
TWEAK Fn14 block – inhibitors of TWEAK-Fn14 interaction signaling | TWEAK-stimulated Fn14 reporter cells, luciferase luminescence, 8 h | inhibition, % at 10 µM | hit rate 2% among 360,000 | AID 1159606; in the data active = inhibition above about 50%
HIF-2a block – HIF-2a inhibition. 786-0 RCC cells HIF-2a reporter, luciferase luminescence, overnight. inhibition, % at 18.8 µM. hit rate 0.72% among 360,000;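 active = inhibition of the luminescence signal of 40% or more relative to plate controls, in a single-dose primary screen at 18.75 µM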
TROY signal inh – TROY signaling inhibition; Q293 LMP1-TROYcd NF-kB luciferase reporter, 4 h; inhibition, % at 10 µM; hit rate 0.98% among 360,000;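 active = compounds whose plate-normalised and pattern-corrected inhibition of the luciferase reporter signal at the single screening dose is 50% or more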
NR2E3 ag-2 – agonists of human NR2E3 nuclear receptor | Q9Y5X4 | CHO-S Gal4-NCOR/VP16-NR2E3 two-hybrid, luciferase | inhibition of corepressor binding, % at 3.98 µM | hit rate 0.35% among 360,000 | AID 602229;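 active = inhibition above the mean of all tested compounds plus 3 SD, cut at about 70% in these data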;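 also: 0% = DMSO with NR2E3 transfected cells and 100% = cells lacking NR2E3 construct; higher means lower luciferase signal from less NR2E3 corepressor binding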
TRAIL sens C8 – caspase-8 TRAIL sensitization. NB7+C8 cells + TRAIL, ATPlite viability luminescence. inhibition (viability loss, TRAIL sensitization), % at 10 µM. hit rate 1% among 360,000. AID 624354;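 active = compounds causing at least 50% loss of cell viability in the single-dose screen, relative to plate controls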
Shn3 3UTR inh – Schnurri-3 reporter inhibition in Clone20 osteoblasts; Clone20 osteoblast Shn3 3'UTR firefly luciferase, 24 h; inhibition, % at 12.5 µM; hit rate 0.52% among 360,000;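 active = mean inhibition of at least 75% with every replicate also reaching 75%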;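 also: 0% = median of neutral control wells and 100% = pilot-screen positive control compound; some compounds past the cut are filed as inactive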
MITF TRPM1 inh – reduces MITF-dependent TRPM1 promoter luciferase signal | SK-MEL-5 TRPM1 promoter luciferase, 24 h | inhibition, % at 12.5 µM | hit rate 0.83% among 330,000;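 active = mean inhibition across replicates of 60% or more, whatever share of single replicates reaches that level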; also: values of inactives mirror those of a sister screen read the other way
Peg3 prom inh – inhibitors of Peg3 promoter; HeLa PEG-Prom luciferase reporter, luminescence, overnight; inhibition, % at 20 µM; hit rate 1.7% among 360,000;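 active = inhibition of at least 50% at 20 µM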
The depositor's hits bear a star; · = not tested or not shown.

The first four entries, ahead of the listing:
The line under a structure holds: CF NFkB block	NR2E3 ag-1	KKLEB cytotox	TWEAK Fn14 block	HIF-2a block	TROY signal inh	NR2E3 ag-2	TRAIL sens C8	Shn3 3UTR inh	MITF TRPM1 inh	Peg3 prom inh
O=[N+]([O-])c1ccc(Cl)cc1P(=O)(O)c1cc(Cl)ccc1[N+](=O)[O-]
  -11	·	0	2	6	5	-27	-4	-5	-1	0
CCOc1cc(N2CCOCC2)c(OCC)cc1NC(=O)COc1cccc(CC)c1
  23	-1	-14	-6	6	-18	3	15	5	13	9
COC(=O)c1ccc2nc(C3CCCCC3)c(Cc3cccc(F)c3)n2c1
  -19	·	-7	-20	-38	-17	-15	4	-25	·	-21
O=Cc1ccc(OC(=O)CCCCC(=O)Oc2ccc(C=O)cc2)cc1
  -31	5	9	27	5	18	-16	-19	-2	6	21

This part in full, previewed entries included:
The line under a structure holds: CF NFkB block	NR2E3 ag-1	KKLEB cytotox	TWEAK Fn14 block	HIF-2a block	TROY signal inh	NR2E3 ag-2	TRAIL sens C8	Shn3 3UTR inh	MITF TRPM1 inh	Peg3 prom inh
O=[N+]([O-])c1ccc(Cl)cc1P(=O)(O)c1cc(Cl)ccc1[N+](=O)[O-]
  -11	·	0	2	6	5	-27	-4	-5	-1	0
CCOc1cc(N2CCOCC2)c(OCC)cc1NC(=O)COc1cccc(CC)c1
  23	-1	-14	-6	6	-18	3	15	5	13	9
COC(=O)c1ccc2nc(C3CCCCC3)c(Cc3cccc(F)c3)n2c1
  -19	·	-7	-20	-38	-17	-15	4	-25	·	-21
O=Cc1ccc(OC(=O)CCCCC(=O)Oc2ccc(C=O)cc2)cc1
  -31	5	9	27	5	18	-16	-19	-2	6	21
CC1CCCN(C(=O)Cn2c(=O)oc3ccccc32)C1 (stereo unspecified)
  7	1	-5	-1	10	-6	-27	1	-4	-4	8
COc1ccc(NC(=O)CCNC(=O)Cn2cnc3ccccc3c2=O)cc1OC
  -4	-1	20	8	6	-23	-15	6	-5	·	-12
Cn1c(SCC(=O)Nc2cccc(F)c2)nc2c(c1=O)SCC2
  -11	-1	1	1	10	19	16	-2	18	8	7
CN(c1ccccc1)S(=O)(=O)c1cccc(C(=O)NC2CCCCC2)c1
  -14	-2	-10	22	7	-12	0	11	-7	5	10
C=CCNCCOc1cccc(Br)c1
  7	0	-4	14	19	-1	-13	-5	2	1	-1
CCc1nnc(NC(=O)c2ccc(S(=O)(=O)N3CCCCC3C)cc2)s1 (stereo unspecified)
  3	-2	-6	10	-4	-10	-15	0	1	8	1
CCOC(=O)c1cc(-c2ccc(Cl)cc2)nc2c1c(C)nn2CCC#N
  -11	0	-7	-10	10	-27	-15	0	16	3	6
CCOc1ccc(NC(=O)CN2C(=O)C3CC=CCC3C2=O)cc1 (stereo unspecified)
  -11	1	2	-13	-42	-9	-10	-6	-17	-8	-28
COc1ccc(-n2c(C)cc(C(=O)Cn3nc(C(=O)O)c4ccccc4c3=O)c2C)cc1
  10	2	2	-19	-24	13	-40	0	1	-8	9
COc1cccc(OC)c1C(=O)NC(C)C12CC3CC(CC(C3)C1)C2 (stereo unspecified)
  -14	1	-8	-15	17	-3	-8	-4	-6	5	14
NNC(=O)c1cccc(COc2cccc(Br)c2)c1
  -13	2	16	-21	-79	-72	-156	-9	-53	-19	-115
CC1=C(C(=O)OCC(C)C)[C@]23C(=O)c4ccccc4[C@@]2(O1)OC(N)=C3C#N
  -6	3	10	0	13	15	0	-13	12	4	14
COc1cccc(NS(=O)(=O)c2ccc3c(c2)NC(=O)C(C)S3)c1 (stereo unspecified)
  6	-3	2	-4	17	16	58	1	38	-4	11
CCOc1ccc(NC(=O)CSc2nnnn2-c2ccc(C(N)=O)cc2)cc1
  6	4	4	-9	8	7	5	-20	-6	-6	7
CC(C)c1ccccc1OCC(=O)N1CCCCCCC1
  6	3	-4	13	18	5	-6	6	5	7	17
CCOC(=O)C1=CSC2=NS(=O)(=O)CCN12
  22	2	-9	-14	6	-9	-24	-7	-7	-1	12
NC(CSC1(c2ccc(Cl)cc2)c2ccccc2-c2ccccc21)C(=O)O (stereo unspecified)
  -22	·	-14	-3	-2	-8	-19	-10	16	2	8
COc1ccc(S(=O)(=O)NC2(C(F)(F)F)NC(=O)N(CCc3ccccc3)C2=O)cc1 (stereo unspecified)
  -7	1	5	-8	0	1	-5	-15	-11	·	-11
O=C(CN1C(=O)C2CC=CCC2C1=O)Nc1ccc(S(=O)(=O)Nc2nccs2)cc1 (stereo unspecified)
  -2	-4	16	-13	16	-5	-21	7	-5	1	-7
CCCc1cc(C(=O)Nc2ccc(C(=O)c3ccc(C)cc3)cc2)n(C)n1
  -21	-2	18	35	-48	39	36	18	5	-11	-9
CCCCN1C(=O)C(CC(=O)NCc2ccco2)CC(C(=O)N(C(C)C)C(C)C)=C1C (stereo unspecified)
  -11	·	14	14	10	-12	3	5	-12	·	5
COc1ccc2cc(C(=O)C3CCCN(C(=O)c4ccnn4C)C3)ccc2c1 (stereo unspecified)
  -55	-1	-11	-66	-53	-18	-10	0	-20	-10	-43
CCOC(=O)c1c(Nc2nc(C)c(C(=O)NC)s2)sc(C)c1C
  -2	1	-4	-15	-36	-4	-86	-10	6	0	-50
CCOC(=O)Cn1c(CN(C)Cc2ccccc2)nc2c1c(=O)n(C)c(=O)n2C
  -14	3	8	-3	17	9	-25	-21	64	0	11
Cc1cccc(N2CCN(C(=O)c3cc(=O)[nH]c4ccccc34)CC2)c1C
  -12	-2	2	-4	12	6	28	-10	1	7	12
O=C(CCc1ccc(S(=O)(=O)NCCc2ccccc2)cc1)NCc1ccco1
  16	0	-7	19	7	18	15	-6	1	7	4

Further structures follow:
The line under a structure holds: CF NFkB block	NR2E3 ag-1	KKLEB cytotox	TWEAK Fn14 block	HIF-2a block	TROY signal inh	NR2E3 ag-2	TRAIL sens C8	Shn3 3UTR inh	MITF TRPM1 inh	Peg3 prom inh
O=C(Nc1ccccc1)c1ccc(=O)n(Cc2ccc(F)c(F)c2)c1
  2	2	7	-8	16	-14	-11	-2	4	6	21
CCN(CC)C(=O)c1cn(CCC#N)nc1-c1ccc(F)cc1
  1	-1	-4	-18	24	14	-9	-25	16	-5	7
COC(=O)[C@H](CC(C)C)NC(=O)NC1CCCc2ccccc21 (stereo partly specified)
  5	6	-4	9	21	9	26	1	10	11	26
N#Cc1c(N)c(C(=O)c2ccccc2)n2c1CCC2
  22	7	17	8	5	8	-2	17	-8	-1	12
CCc1cc(=O)[nH]c(SC/C=C/c2ccccc2)n1
  11	3	-16	-9	3	3	8	-3	10	0	2
CC1=C(C(=O)N(C(C)C)C(C)C)CC(CC(=O)NCC2CCCCC2)C(=O)N1Cc1ccccc1 (stereo unspecified)
  -5	·	-17	18	4	8	8	8	19	·	11
O=C(CNC(=O)OCc1ccccc1)NC1CCCCNC1=O (stereo unspecified)
  -6	-3	4	6	11	9	-10	10	5	-2	-12
CN(C)S(=O)(=O)c1cccc(N=c2scc(-c3ccc4c(c3)NC(=O)CO4)n2CC2CCCO2)c1 (stereo unspecified)
  -9	3	8	35	-11	-1	-6	17	86*	1	35
Brc1cnc(N2CCCC2)nc1N1CCCCC1
  30	3	-12	13	-4	-14	2	6	-1	·	-13
Cc1cc(C)n2nc(C(=O)OCC(=O)c3c[nH]c4ccccc34)nc2n1
  -2	-1	-10	-7	22	-3	-19	-12	24	22	13
CCOc1ccc2nc(SC3CC(=O)N(c4ccc(OC)cc4OC)C3=O)sc2c1 (stereo unspecified)
  16	1	-8	-34	-107	-17	-18	3	-8	-9	-46
Cn1c(CCN2CCOCC2)nc2cc(NC(=O)COc3ccccc3)ccc21
  -5	5	-7	3	4	-14	2	3	-11	3	-2
CC(CN1CCN(C/C=C/c2ccccc2)CC1)c1ccccc1 (stereo unspecified)
  16	2	-8	-6	13	12	7	-9	13	4	15
CCN(CC)C(=O)c1cccc(C)c1
  2	0	22	7	10	4	-3	-8	-24	-13	2
COc1ccc(CN(CC(=O)NC2CCCC2)C(=O)c2csnn2)cc1
  4	0	6	-12	2	-6	-16	2	-1	-3	6
O=C(NCc1ccc(F)cc1)c1cc(C2CCCN(C(=O)c3ccc4ccccc4c3)C2)on1 (stereo unspecified)
  -3	·	2	6	13	17	20	12	41	·	18
CCOc1ccccc1NC(=O)CSc1nnc(Cc2ccc(OC)cc2)c(=O)n1N
  -11	-6	10	1	4	-9	10	6	6	-2	-14
COc1ccc(S(=O)(=O)Nc2ccc3c(c2)C(=O)N([C@@H](C)CO)C[C@H](C)[C@H](CN(C)CC2CC2)O3)cc1
  3	·	4	-14	9	8	5	-11	-10	-12	-6
Cc1ccc([C@@H]2[C@@H]3C(=O)N(C)C(=O)[C@@H]3[C@]3(Cc4ccccc4)C(=O)N(CCO)CC(=O)N23)o1
  4	-1	0	8	6	-8	-13	-15	4	10	6
CN(C)C(CNc1ccc(C(F)(F)F)cc1[N+](=O)[O-])c1ccccc1 (stereo unspecified)
  4	6	7	-27	-4	4	-3	22	-3	1	-2
CCOC(=O)N1CCN(S(=O)(=O)c2ccc(C(=O)N(CCCN(C)C)c3nc4ccc(CC)cc4s3)cc2)CC1
  -6	1	-3	24	-16	-23	-4	17	12	-7	-73
O=C(O)C1CCCN1C(=O)Nc1ccc(F)cc1 (stereo unspecified)
  2	0	2	2	3	27	12	-11	8	-1	12

A portion of the library; rates above refer to the full screens.
